# HP1b chromo inh: HTS for Inhibitors of HP1-beta Chromodomain Interactions with Methylated Histone Tails | Chromobox protein homolog 1 (Homo sapiens), P83916 | AlphaScreen HP1-beta / biotin-H3K9me3 peptide binding | Potency, µM (top dose mostly 114 µM), for the others: at the top dose activity change, negative = inhibition, hits mostly inhibitors | 390,000 tested, 0.56% active | AID 540317, 2011; note: potency is the fitted concentration of half-maximal effect; nearly all actives have a fitted effect of over 70% in size; inactives centre near 23
# Target sequence (P83916 whole entry, looked up): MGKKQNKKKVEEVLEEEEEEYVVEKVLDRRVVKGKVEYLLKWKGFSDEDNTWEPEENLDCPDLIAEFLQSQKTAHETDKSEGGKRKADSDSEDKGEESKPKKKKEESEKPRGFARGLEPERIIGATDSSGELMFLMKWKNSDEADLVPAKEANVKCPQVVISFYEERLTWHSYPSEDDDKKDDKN
#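 Compound inhibition of the preformed complex between 50 nM HP1-beta and 50 nM biotinylated H3K9me3 peptide was read by AlphaScreen. Buffer was PBS pH 7.4 with 0.01% Tween-20. Incubations ran 30 min at room temperature, with 10 ug/mL donor/acceptor beads.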
# JMJD2A Tudor: qHTS Assay for Inhibitors of JMJD2A-Tudor Domain; AlphaScreen JMJD2A-Tudor / H3K4me3 peptide binding; Potency, µM (top dose mostly 114 µM), inactives show at the top dose activity change, negative = inhibition, hits mostly inhibitors; 390,000 tested, 4.4% active; AID 504339, 2011; note: potency is the fitted concentration of half-maximal effect; % is set by controls: 0 for no effect and ±100 for the full control effect; nearly all actives have a fitted effect of over 50% in size
# GLS inhibitor: qHTS for Inhibitors of Glutaminase (GLS). GLS enzymatic activity, qHTS titration. 410,000 tested, 0.21% active. Glutaminase kidney isoform, mitochondrial (Homo sapiens), O94925. Potency, µM (highest dose often 45.5 µM), for the others: at the top dose activity change, negative = inhibition, hits mostly inhibitors; note: potency is the fitted concentration of half-maximal effect; % is set by controls: 0 for no effect and ±100 for the full control effect
# Target sequence (O94925 whole entry, looked up, canonical isoform): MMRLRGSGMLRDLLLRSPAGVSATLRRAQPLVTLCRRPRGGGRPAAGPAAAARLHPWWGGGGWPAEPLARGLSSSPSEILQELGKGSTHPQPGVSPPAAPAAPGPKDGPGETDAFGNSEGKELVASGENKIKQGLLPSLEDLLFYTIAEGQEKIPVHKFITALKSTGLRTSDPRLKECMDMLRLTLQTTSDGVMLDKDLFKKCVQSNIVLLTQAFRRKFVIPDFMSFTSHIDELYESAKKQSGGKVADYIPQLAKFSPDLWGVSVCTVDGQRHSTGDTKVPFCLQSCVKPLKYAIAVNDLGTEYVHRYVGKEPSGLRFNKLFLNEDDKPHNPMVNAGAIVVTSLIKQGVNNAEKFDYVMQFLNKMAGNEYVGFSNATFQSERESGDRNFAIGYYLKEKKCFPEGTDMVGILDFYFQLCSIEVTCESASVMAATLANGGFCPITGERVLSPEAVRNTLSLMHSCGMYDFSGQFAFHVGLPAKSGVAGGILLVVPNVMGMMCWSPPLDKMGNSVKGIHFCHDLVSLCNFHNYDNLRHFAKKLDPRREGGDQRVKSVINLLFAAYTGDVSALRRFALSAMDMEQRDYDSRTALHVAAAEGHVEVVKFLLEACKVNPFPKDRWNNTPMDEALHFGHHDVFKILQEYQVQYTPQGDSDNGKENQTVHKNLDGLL
#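 hKGA in 45 mM KH2PO4 pH 8.2, 0.02% Tween-20 with pin-transferred compounds; 1 mM L-glutamine (stock) plus glutamate oxidase/HRP/Amplex Red coupling added. Fluorescence read initially and after 30 min at RT.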
# BAZ2B inh: qHTS Assay for Inhibitors of BAZ2B; Bromodomain adjacent to zinc finger domain protein 2B (Homo sapiens), Q9UIF8; AlphaScreen BAZ2B-H3K14Ac peptide displacement; Potency, µM (top dose mostly 114 µM), inactives show at the highest dose activity change, negative = inhibition, usual class: inhibitors; 360,000 tested, 4.4% active; AID 504333, 2011; note: potency is the fitted concentration of half-maximal effect; % is set by controls: 0 for no effect and ±100 for the full control effect; nearly all actives have a fitted effect of over 60% in size
#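 AlphaScreen luminescence quantifies BAZ2B engagement of H3K14Ac peptide; the protein and biotinylated peptide are both at 50 nM final, buffer PBS pH 7.4 with 0.01% Tween-20, all steps at room temperature.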
# PI4K2A inh: qHTS for small molecular inhibitors of PI4K2A; purified PI4K2A, ADP-Glo luminescence, 1 h; stronger effect = lower value; 420,000 tested, 0.13% active; activity change, negative = inhibition, % at 76.9 µM; Phosphatidylinositol 4-kinase type 2-alpha (Homo sapiens), Q9BTU6; AID 1346378, 2018; in the data active = activity change below about -50%; inconclusive = mostly about -30% to -49%;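 note: -100% = wells without enzyme as full effect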
#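 ADP-Glo luminescence measured ADP generated by PI4K2A enzyme (4 ug/mL before mixing) with 1.2 mM PI substrate (pre-mix) and 300 microM ATP (pre-mix). Tris pH7.5 buffer with MgCl2, Triton X-100; 1 h reaction at ambient temperature.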
# Tb PGK inh: qHTS Assay to Find Inhibitors of Phosphoglycerate Kinase; Phosphoglycerate kinase, glycosomal (Trypanosoma brucei brucei), P07378; PGK/GAPDH coupled, Kinase-Glo luminescence, 60 min; Potency, µM (top dose mostly 57.5 µM), for the others: at the highest dose activity change, negative = inhibition, usual class: inhibitors; 380,000 tested, 0.043% active; AID 602233, 2012; note: potency is the fitted concentration of half-maximal effect; % is set by controls: 0 for no effect and ±100 for the full control effect; nearly all actives have a fitted effect of over 60% in size
#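 Luminescent ATP detection (Kinase-Glo Plus) follows a 60-minute room-temperature incubation, with wells lacking PGK as controls. Buffer: 100 mM TEA (pH 7.6), 5 mM MgCl2, 0.01% Tween-20. Coupling enzyme GAPDH (100 nM final) supplies unstable 1,3-BPG in-well.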
# G9a inh: qHTS Assay for Inhibitors of Histone Lysine Methyltransferase G9a | Potency, µM (doses to about 102 µM), for the others: at the highest dose activity, negative = inhibition, hits mostly inhibitors | 350,000 tested, 8.8% active | G9a H3K9 monomethylation, AlphaScreen, 2 h | Histone-lysine N-methyltransferase EHMT2 (Homo sapiens), Q96KQ7; note: potency is the fitted concentration of half-maximal effect; % is set by controls: 0 for no effect and ±100 for the full control effect; nearly all actives have a fitted effect of over 75% in size
#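 Compounds were preincubated with 20 nM G9a for 15 min, after which biotinylated H3K9 peptide (500 nM) and SAM (20 uM) started a 2 h room-temperature reaction. Monomethylated product was quantified by antibody-based AlphaScreen chemiluminescence.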
# Pol eta inh: qHTS for Inhibitors of Polymerase Eta. DNA polymerase eta (Homo sapiens), Q9Y253. recombinant Pol eta, fluorescent DNA replication assay. Potency, µM (titrated, usually from 114 µM), for the others: at the top dose activity change, negative = inhibition, actives largely listed as inhibitors. 390,000 tested, 1.2% active; note: potency is the fitted concentration of half-maximal effect; % is set by controls: 0 for no effect and ±100 for the full control effect
#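 Pol eta at 10 nM preincubated with compounds 15 min at room temperature; reaction started with fluorescent substrate (50 nM final) and read kinetically at 0 and 10 min.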
# Pin1 inh: qHTS Assay to Find Inhibitors of Pin1; Peptidyl-prolyl cis-trans isomerase NIMA-interacting 1 (Homo sapiens), Q13526; Pin1 FP peptide displacement, HiFluor488, 10 min; Potency, µM (titrated, usually from 115 µM), for the others: at the top dose activity, negative = inhibition, usual class: inhibitors; 390,000 tested, 0.009% active; AID 504891, 2011; active = well fitted inhibition curve with a large enough effect in the polarisation, with a control signal flat, not every such curve was filed as active; inconclusive = small, poorly fitted or top-dose-only effect, or effect the other way, or a change in a side signal; inactive = no such curve, though single readings can be large or run the other way; the % refers to the polarisation; note: potency is the fitted concentration of half-maximal effect; % is set by controls: 0 for no effect and ±100 for the full control effect
# Target sequence (Q13526 whole entry, looked up): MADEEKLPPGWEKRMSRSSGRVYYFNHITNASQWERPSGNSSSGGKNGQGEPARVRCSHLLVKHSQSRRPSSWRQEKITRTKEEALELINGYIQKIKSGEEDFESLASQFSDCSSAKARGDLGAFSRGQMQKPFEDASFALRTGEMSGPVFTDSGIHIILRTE
# * marks the source's active call; other numbers are inactive results; i = inactive; ? = inconclusive; . = no result given; & = joins results of further samples; ! = repeats disagree; [ ] = remark or other dose. Unless noted, calls come from the whole dose curve; as a rule, active = well fitted curve in the direction sought with a large enough effect; inconclusive = small, poorly fitted or top-dose-only effect, or another doubt; inactive = no such curve, though single readings can be large; an effect the other way counts as inactive or inconclusive. Only part of the results is shown; rates above refer to the full screens.
# Every second line gives: HP1b chromo inh, JMJD2A Tudor, GLS inhibitor, BAZ2B inh, PI4K2A inh, Tb PGK inh, G9a inh, Pol eta inh, Pin1 inh
COC(=O)[C@H]1C[C@@]2(O)CN(S(=O)(=O)c3ccc(C)cc3)C[C@@]2(OC(=O)NCc2ccc(OC)c(OC)c2)C[C@H]1C(=O)OC
    ., ., 0%, ., 1, -2%, ., -18%, .
COc1ccc(-c2noc(N3CCC(C(=O)Nc4ccc(F)cc4Cl)CC3)n2)cc1
    17%[57 µM], -8%, 1%, 7%, -5, 4%, 18%[59 µM], -8%, 0%
CCC(C)NC(=O)CSc1nc2c(sc3ccccc32)c(=O)n1CCc1ccccc1 (centres undefined)
    28%, -19%, 7%, 2%, -9, i, -1%[59 µM], -8%, 1%
Cc1ccc(C(=O)NNC(=O)C2CCCN(c3ncccn3)C2)cc1 (centres undefined)
    15%, -4%, 7%, 10%, -1, -5%, 23%, -5%, 0%
Cn1c(SCC(=O)c2ccc(F)cc2)ncc(C(=O)Nc2ccccc2)c1=O
    0%, -15%, 7%, -5%, 0, 6%, -41%[59 µM], -18%, 10%
O=C(COC(=O)Cn1cnc2ccccc21)Nc1cccc(S(=O)(=O)N2CCOCC2)c1
    42%[activator], 7%, 29%, 0%, -3, -5%, 11%[59 µM], -12%, -3%
COc1ccc(-n2c3c(cc(C(=O)NCc4ccco4)c2=O)C(=O)CC(C)(C)C3)cc1
    14%, -4%, 4%, -15%, -1, -7%, 5%, -27%, 0%
CC(=O)c1c(C)n(-c2ccccc2)c2ccc(O)cc12
    28%, 0%, -2%, -1%, 2, i, 1%[12.7 µM], -14%, 2%
CCC(C)NS(=O)(=O)c1ccc(OCC(=O)NCc2cccnc2)cc1 (centres undefined)
    23%, 8%, -21%, 5%, 3, i, 8%[2.33 µM], -11%, 7%
Oc1cccnc1SCc1ccccc1
    27%, -35%, 21%, ?, -14, 7%, 3%[2.33 µM], -5%, 0%
Cc1cc(C)n(C2CC(=O)N(c3ccccc3)C2=O)n1 (centres undefined)
    27%, -4%, 1%, 8%, -7, ., 5%[59 µM], -14%, -1%
O=C(N/N=C/c1ccc(Sc2nc3ccccc3[nH]2)o1)c1ccncc1
    ?, -13%, 7%, -6%, 1, -6%, 45µM*, -12%, -4%
CCOC(=O)C1(Cc2ccc(OC)cc2)CCN(C(=O)CN2CCN(CC)CC2)CC1
    30%, -24%, 0%, 3%, 4, 4%, -22%, -11%, 0%
CC(C)(C)NC(=O)C(c1ccc(O)cc1)N(C(=O)CCC(=O)Nc1nccs1)c1ccc(F)cc1 (centres undefined)
    -1%, -9%, 8%, -10%, 0, -1%, 11%, -11%, 1%
Cc1cc(C(=O)CSc2nncs2)c(C)n1-c1c(C)n(C)n(-c2ccccc2)c1=O
    26%, -17%, -7%, 16%, 2, -4%[11.5 µM], 14%[59 µM], -9%, 18%
N#Cc1c(NC(=O)CSc2nnnn2C2CCCC2)sc2c1CCCC2
    18%, -10%, 4%, 5%, 0, ., 12%[59 µM], -11%, -5%
CC1(C)CC(=O)c2cc(C(=O)Nc3ccc(Br)cc3)c(=O)[nH]c2C1
    27%, -10%, 0%, 2%, -3, 4%, -37%[59 µM], -7%, 11%
CC(=O)CSc1nc(N)c(C#N)c(-c2cccs2)c1C#N
    57%[activator], 5%[57.1 µM], -7%, 4%, -6, 4%, 9%, 5%, 0%
CNS(=O)(=O)c1cn(CC(=O)Nc2cccc(OC)c2)cc1S(=O)(=O)NC
    29%, 2%, 3%, 4%, 1, 2%, 9%[59 µM], -9%, -10%
O=C(CCS(=O)(=O)c1ccc(Cl)cc1)N1CCN(c2ccc(F)cc2)CC1
    17%, -19%, 30%, -19%, -12, 4%, 5%[2.33 µM], 0%, 0%
O=C(N/N=C\c1ccc(Cl)cc1)C1=NOC2COC3(CCN(c4ccc([N+](=O)[O-])cc4)CC3)OCC12 (centres undefined)
    -9%, -20%[11.4 µM], -9%, -33%, 4, -1%, 5%, -13%, 20%
CN(Cc1ccccc1)C(=O)COC(=O)c1ccc(Cl)cc1N
    3%, -5%, -6%, 5%, 1, i, 8%, -10%, -9%
COCc1c(C(=O)OCC(=O)Nc2ccc(OC(F)F)cc2)oc2ccccc12
    29%, -10%, -6%, 9%, 1, -9%, -14%[12.7 µM], -14%, -2%
CCC(C)CCN1CCN=C1N(C)C (centres undefined)
    22%, -23%, 5%, 10%, 1, -2%, 2%[2.33 µM], -3%, -10%
COC(=O)c1ccccc1NC(=O)c1cnc2c(-c3cccc(C)c3)c(C)nn2c1C
    68%[activator], -6%, 8%, -3%, -5, -5%, 5%[59 µM], -11%, 2%
O=C(Cc1ccc(Br)cc1)N1CCc2ccccc2C1
    62%[activator], 9%, -4%, 4%, 2, -8%, ., -3%, -1%
CC1CN(CC(=O)Nc2ccc(S(N)(=O)=O)cc2)CC(C)O1 (centres undefined)
    11%, 1%, -4%, -1%, 3, -1%, 9%[2.33 µM], 1%, -2%
N#CCc1c(C#N)c(N)nc(N2CCCC(O)C2)c1C#N (centres undefined)
    60%[activator], -15%, 3%, -23%, 0, i, ?, -13%, 12%
CCNC(=O)NC(=O)C(C)OC(=O)c1oc2ccc(OC)cc2c1C (centres undefined)
    -13%, -21%, 5%, -13%, -3, -5%, -4%[59 µM], 3%, 6%
CC(=O)N1N=C(c2ccncc2)OC1(Cc1ccccc1)Cc1ccccc1
    53%[activator], -14%, 11%, -18%, 2, 9%, 19%, -8%, -2%
CN(CCc1ccccn1)C(=S)NC(=O)c1ccco1
    1%, -7%, 21%, ?, 6, -4%, 20µM*, -24%, -1%
CCOC(=O)N1CCc2c(sc3nc4n(c(=O)c23)N=C(c2ccc(OC)cc2)CS4)C1
    39%, -8%, -1%, -1%, 6, -2%, 7%[59 µM], -19%, -2%
O=C(COC(=O)CCNS(=O)(=O)c1ccccc1)NC(=O)c1ccccc1
    16%, -12%, 6%, 15%, -2, -5%, -10%[2.33 µM], -1%, 3%
O=C(Nc1cc(S(=O)(=O)N2CCOCC2)ccc1N1CCCC1)c1cccnc1Cl
    91%[activator], 7%[11.4 µM], 29%, -4%, -4, -11%, ., 11%, 0%
Cc1ccccc1NC(=O)Cc1cn(C)c2ccccc12
    3%, -13%, 4%, -6%, -4, 0%, -2%[59 µM], 2%, 1%
CCn1c(C)c(C(C)=O)c(N2CCCC2)nc1=S
    20%, -32%, 5%, 9%, -2, -3%, ?, 5%, 1%
O=C(Nc1ccc(C2SCCS2)cc1)c1ccccc1
    20%, -3%, -5%, 4%, -18, -8%, ., -1%, 5%
COCCNC(=O)c1ccc(Cn2c(=S)[nH]c3cc4c(cc3c2=O)OCO4)cc1
    38%, 28µM*, -17%, -29%, 1, 1%, ?, -13%, ?
CCOc1ccc(Nc2nc(Cc3nnc(SCC(=O)NCC4CCCO4)n3C)cs2)cc1 (centres undefined)
    -8%, ?, 14%, ?, 3, 7%, -22%[59 µM], -16%, -2%
O=c1[nH]c(-c2ccc(Cl)cc2)nc(=S)[nH]1
    44%[activator], 10%, -8%, -2%, -2, -5%, ., -6%, -7%
CCOc1ncccc1C(=O)OCC(=O)c1cccc(Br)c1
    134%[activator], 18%, 1%, 69%[activator], 3, -2%, 99%[activator], -18%, 4%
O=C(O)CCCn1cc(NC(=O)COc2ccccc2F)cn1
    28%&69%, 79µM*!, 3%&-10%, 6%&-12%, 2&-2, 4%, 52%[activator], -7%&-15%, -7%&1%
CCOC(=O)C1=C(C)NC2=C(C(=O)CCC2)C1c1cn(Cc2ccc(Cl)cc2Cl)nc1-c1ccccc1 (centres undefined)
    31%, 0%, 1%, 41%[activator], 1, -11%, 26%[59 µM], -11%, 18%
O=C(NCCCNC(=O)c1cnccn1)c1ccc(Cl)cc1
    1%, -10%, 0%, 1%, -3, 0%, -9%, -16%, -3%
COc1ccc(/C(C)=N/Nc2ccccc2Cl)c(O)c1
    -18%, ?, -5%, ?, 1, ?, 1µM*, -14%, 0%
COc1ccc(CCNC(=O)c2cnc3sc(N4CCOCC4)nn3c2=O)cc1OC
    17%, -5%, -5%, 1%, -13, -2%, -2%[59 µM], 8%, 0%
N=c1c(C(=O)NC2CCCC2)cc2c(=O)n3ccccc3nc2n1CCN1CCOCC1
    35%, -1%, 5%, 3%, 4, i, -5%[12.7 µM], -3%, 2%
O=C(CNc1cccc(C(F)(F)F)c1)N/N=C/c1cccc(Br)c1
    23%, -18%, -7%, 10%, 2, -1%, 7%, ?, 7%
COC(=O)c1ccc(NC(=O)CSc2nc3[nH]ncc3c(=O)[nH]2)cc1
    42%[activator], -13%, -3%, -20%, -8, i, ?, -13%, 6%
CC1(C)C(Cl)C(=O)C(C(=O)c2ccccc2)C(=O)C1Cl (centres undefined)
    24%, -8%, 13%, -4%, -2, i, ., -2%, -1%
CC(C)(C)C1CCc2sc(-c3nnc(CCl)o3)cc2C1 (centres undefined)
    39%[activator], -15%, 2%, 0%, -15, -6%, -2%, -2%, 2%
